p53ts 39C tox – cytotoxicity in p53ts cells at nonpermissive temperature | H1299-p53A138V viability at 39C, ATP luminescence, 24 h | Potency, µM (doses to about 46.1 µM), inactives show at the highest dose activity change, negative = cell killing, hits mostly cytotoxic | actives 1.5% (n = 130,000); further: nearly all actives have a fitted effect of over 55% in size
IkB sig inh – inhibitors of IkB signaling in ABC-DLBCL cells. ABC-DLBCL IkBa-CBG/CBR dual luciferase ratio, 4 h; response scale: scaled: untreated 0%, proteasome inhibitor 100%. Potency, µM (doses to about 57.1 µM), for inactives: top-dose IkBa stabilization activation. actives 0.04% (n = 110,000). AID 445; active means well fitted curve in the direction sought with a large enough effect in the signal ratio, not every such curve was filed as active; inconclusive means small, poorly fitted or top-dose-only effect, or a change in a side signal; the % refers to the signal ratio;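 further: the direction sought is a rising ratio; 0% = basal untreated cells and 100% = reference inhibitor full response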
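In this assay, an IκBα–CBG68 fusion accumulates when IKK-driven degradation is blocked; native CBR normalizes for cell number. OCI-Ly3 cells were treated 4 h with compound and doxycycline, then green and red light read after Chroma-Glo addition.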
p53ts 32C tox – p53ts cell cytotoxicity, permissive temperature; H1299-p53A138V at 32C, ATP luminescence viability, 24 h; Potency, µM (titrated, usually from 46.1 µM), without a hit: at the top dose activity change, negative = cytotoxicity, usual class: cytotoxic; actives 0.93% (n = 130,000);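 further: 0% = DMSO and -100% = full killing by reference compound; nearly all actives have a fitted effect of over 55% in size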
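Cells: H1299 p53ts (A138V), 600/well, pre-incubated 16–30 h at 37C. Cpd up to 46 uM, 24 h, 32C. Readout: ATPlite luminescence, 20 min RT. Normalization: DMSO vs tamoxifen 100 uM. AC50 by Hill equation.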
Imprint erasure – induces erasure of genomic imprints in mouse ES cells; mouse ES Peg3-LacZ reporter, beta-gal luminescence, 40 h; Potency, µM (series often up to 60.7 µM), without a hit: at the highest dose activity change, positive = activation, most hits filed as activators; actives 0.02% (n = 110,000); AID 1948;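 further: 0% = negative control wells on the plate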
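Gelatin-coated wells received 300 freshly trypsinized female ES cells with a Peg3LacZ-Neo reporter on the maternal allele, then incubated 40 hours at 37C. BetaGlo was added for 5 minutes at room temperature before a single luminescence read.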
* hit, by the source's call; u = inconclusive; x = not tested or not shown; & = joins results of further samples; [ ] = dose if it differs, or a comment. Unless noted, the call rests on the fitted dose curve; in most records, active means well fitted curve in the direction sought with a large enough effect; inconclusive means small, poorly fitted or top-dose-only effect, or another doubt; inactive means no such curve, though single readings can be large; an effect the other way counts as inactive or inconclusive. Unless noted, on the % scale 0 is the no-effect control and ±100 the full control effect; potency means the concentration at half of the fitted maximal effect.

A first look (6 entries):
Labels used below: A = p53ts 39C tox; B = IkB sig inh; C = p53ts 32C tox; D = Imprint erasure
Cc1cc(NS(=O)(=O)c2ccc(NC(=O)COc3ccc(Cl)cc3)cc2)no1
  A: -2%	B: 4.8%	C: -8%	D: 13%

O=C(CN(C1CCCCC1)S(=O)(=O)c1ccc(Cl)cc1)NCCCO
  A: 7%	B: -1.9%	C: 1%	D: -5%

CO[C@@H]1COC(=O)[C@H](Cc2ccccc2)NC(=O)C/C=C\[C@@H](C)[C@H](OC)COC(=O)[C@@H](C)NC(=O)C/C=C\[C@H]1C
  A: 20%&10%[9.22 µM]	B: x	C: 0%&2%[9.22 µM]	D: x

Cc1c(NC2=C(Cl)C(=O)N(c3ccccc3)C2=O)c(=O)n(-c2ccccc2)n1C
  A: 9%	B: 5.4%	C: 2%	D: 11%

COC(C)(C)[C@]12CC(O)(C(C)C)ON1[C@H]1CCCCC1N2O (stereo partly drawn)
  A: 10%	B: -1.6%	C: 6%	D: -8%

O=C1CC(c2ccccc2)n2ncnc2N1 (stereo not drawn)
  A: 4%	B: -0.8%	C: 1%	D: 0%

The whole of this part, repeating the preview:
Labels used below: A = p53ts 39C tox; B = IkB sig inh; C = p53ts 32C tox; D = Imprint erasure
Cc1cc(NS(=O)(=O)c2ccc(NC(=O)COc3ccc(Cl)cc3)cc2)no1
  A: -2%	B: 4.8%	C: -8%	D: 13%

O=C(CN(C1CCCCC1)S(=O)(=O)c1ccc(Cl)cc1)NCCCO
  A: 7%	B: -1.9%	C: 1%	D: -5%

CO[C@@H]1COC(=O)[C@H](Cc2ccccc2)NC(=O)C/C=C\[C@@H](C)[C@H](OC)COC(=O)[C@@H](C)NC(=O)C/C=C\[C@H]1C
  A: 20%&10%[9.22 µM]	B: x	C: 0%&2%[9.22 µM]	D: x

Cc1c(NC2=C(Cl)C(=O)N(c3ccccc3)C2=O)c(=O)n(-c2ccccc2)n1C
  A: 9%	B: 5.4%	C: 2%	D: 11%

COC(C)(C)[C@]12CC(O)(C(C)C)ON1[C@H]1CCCCC1N2O (stereo partly drawn)
  A: 10%	B: -1.6%	C: 6%	D: -8%

O=C1CC(c2ccccc2)n2ncnc2N1 (stereo not drawn)
  A: 4%	B: -0.8%	C: 1%	D: 0%

O=C(COc1ccccc1)NCCc1csc(-c2cccc(F)c2)n1
  A: u	B: -0.2%	C: 2%	D: 7%[10.9 µM]

CCN(C(=O)Cn1nnc2sc(-c3ccccc3)cc2c1=O)c1cccc(C)c1
  A: -27%	B: u	C: 9%	D: -16%[10.9 µM]

O=C(CSc1nnc(-c2ccc(OC(F)F)cc2)o1)NC(=O)NCc1ccco1
  A: -11%	B: 9.8%	C: 0%	D: -26%

Cc1ccc(CN(C(=O)COc2ccccc2Cl)c2ccccn2)o1
  A: -30%	B: 2.0%	C: u	D: -6%[10.9 µM]

CCOC(=O)C1=CC(OC(CC)CC)C(NC(C)=O)C(N)C1 (stereo not drawn)
  A: -5%	B: x	C: -13%	D: -9%

CCOC(=O)c1c(NC(=O)c2cc(C(C)C)on2)sc(C)c1C
  A: 10%	B: -1.8%	C: 11%	D: -8%[10.9 µM]

Cc1ccc(C)c(Oc2c(C(F)(F)F)oc3c(CN4CCN(C)CC4)c(O)ccc3c2=O)c1
  A: -2%	B: -0.1%	C: 4%	D: -9%[10.9 µM]

COCCNC(=O)CN(C(=O)CCC(=O)Nc1cc(C)on1)c1cccc(C)c1C
  A: 0%	B: 1.3%	C: 3%	D: -2%

O=C(Nc1ccc(F)c(Cl)c1)Nc1c[nH]c(=O)[nH]c1=O
  A: -13%	B: -1.5%	C: 5%	D: -9%[10.9 µM]

O=C(NCCN1CCOCC1)c1cc2ccccc2[nH]1
  A: 10%	B: -2.1%	C: -3%	D: -18%

Cc1ccc(Cl)cc1N1CCN(C(=O)CCS(=O)(=O)c2cccc3nonc23)CC1
  A: -10%	B: u	C: 7%	D: -11%

COc1ccc(-c2nc3ccccc3s2)cc1NC(=O)COc1ccc(C)cc1
  A: -2%	B: -3.6%	C: -12%	D: u

O=C(Nc1ccc(Cl)c(Cl)c1)N1CCC(N2CCCCC2)CC1
  A: 0%	B: 1.4%	C: -16%	D: -15%

CCOC(=O)c1cnc(SCC(=O)NCc2ccco2)nc1N
  A: 10%	B: -1.5%	C: -5%	D: x

Cc1cc(C)cc(N2CCCn3c2nc2c3c(=O)n(CCN3CCOCC3)c(=O)n2C)c1
  A: 8%	B: 1.4%	C: -2%	D: -18%

COc1cc2nc(NC(=O)c3ccc(Cl)cc3)[nH]c(=O)c2cc1OC
  A: 8%	B: -1.2%	C: 0%	D: 8%

O=C(CCn1cnc2ccccc2c1=O)NCc1ccccc1Cl
  A: -14%	B: u	C: 24%	D: 21%[10.9 µM]

CCCCC(OC(=O)c1cc2occc2n1C)C(=O)NCC1CCCO1 (stereo not drawn)
  A: 9%	B: 2.0%	C: 0%	D: -11%

CC(=O)N1CN(Cc2ccccn2)Cc2c1sc1c2CCCC1
  A: 10%	B: 2.3%	C: 24%	D: 5%

Additional structures
Labels used below: A = p53ts 39C tox; B = IkB sig inh; C = p53ts 32C tox; D = Imprint erasure
Cc1cc(C)cc(-n2ccn(CC(=O)c3ccc(F)cc3)c(=O)c2=O)c1
  A: -22%	B: 0.2%	C: 5%	D: -7%[10.9 µM]

Cc1ccc(C)c(N2CCN(C(=O)Nc3cn(CC(C)C)c(=O)c4ccccc34)CC2)c1
  A: -30%	B: u	C: -12%	D: -17%[10.9 µM]

Cc1ccc(CCNC(=O)C2CCN(c3nnc(-n4cccc4CNc4ccc(C)cc4)s3)CC2)cc1
  A: -17%	B: u	C: 12%	D: -10%[10.9 µM]

CC12CN3CCN(CC(C3)C1(O)CN1CCCCC1)C2 (stereo not drawn)
  A: 11%	B: 2.9%	C: -1%	D: 18%

Cc1ccc(C2CC(=O)Nc3cc4c(cc32)OCCO4)cc1Br (stereo not drawn)
  A: u	B: 2.2%	C: -12%	D: -12%[10.9 µM]

CN(C)Cc1ccccc1-c1nccc(NC2CC2)n1
  A: -8%	B: -0.6%[11.4 µM]	C: -7%	D: -7%

O=C(Nc1cccc2ccccc12)c1cnccn1
  A: -10%	B: 1.2%	C: -12%	D: -4%

CCOc1ccc(NC(=O)CCN2CCCCC2)cc1
  A: 11%	B: -2.4%	C: -9%	D: x

COc1ccc(CNC(=O)CC2N=C3c4ccccc4N=C(SCC(=O)Nc4ccc(C(C)C)cc4)N3C2=O)cc1 (stereo not drawn)
  A: 12%	B: u	C: 18%	D: -16%[10.9 µM]

C=C(C)C1CCC(C)=C1COC(=O)Nc1ccccc1 (stereo not drawn)
  A: 0%	B: x	C: -21%	D: x

O=C(Cc1ccc(F)cc1)NC1CC(=O)N(c2ccccc2)C1 (stereo not drawn)
  A: -9%	B: -0.2%	C: 4%	D: 9%[10.9 µM]

CCc1nc2cccnc2n1-c1ccc(CC(=O)Nc2c(C)cccc2C)cc1
  A: -9%	B: 0.2%	C: 11%	D: -4%[10.9 µM]

CCCCn1c(SCC(=O)Nc2ccc(OC)cc2)nc2ccc(N3CCOCC3)cc2c1=O
  A: 9%	B: 4.4%	C: 0%	D: -2%

CCCNC(=O)c1ccc2c(c1)sc1nc(-c3ccc(C)cc3)cn12
  A: 14%	B: 1.4%	C: 12%	D: 10%[10.9 µM]

Cc1ccnc2nc(C(=O)OCCOc3ccccc3)nn12
  A: -7%	B: 0.0%	C: 4%	D: u

O=C(COC(=O)/C=C/c1cccc(Cl)c1)NCCC1=CCCCC1
  A: 15%	B: x	C: 7%	D: x

COc1ccc2cnn(CCOc3ccccc3)c(=O)c2c1OC
  A: -25%	B: u	C: -21%	D: -50%[inhibitor]

COc1ccc(CC(=O)Nc2ccc(-c3noc(-c4cc(OC)c(OC)c(OC)c4)n3)cc2)cc1
  A: -10%	B: -0.9%	C: -12%	D: -8%

COCCn1nnnc1C(C(C)C)N1CCN(C(=O)c2ccco2)CC1 (stereo not drawn)
  A: 1%	B: 0.2%	C: 1%	D: -5%

NC(=O)C1(N2CCCCC2)CCN(C(=O)CCCn2c(=O)[nH]c3ccsc3c2=O)CC1
  A: 8%	B: 6.1%	C: 6%	D: -2%

COc1ccc2c(C(=O)CN(C)C3CCCCC3)c[nH]c2c1
  A: -12%	B: u	C: -2%	D: -3%

Cc1cccc(C(=O)Nc2nc3nc(-c4ccccc4)cc(=O)n3[nH]2)c1
  A: 2%	B: -0.4%	C: 12%	D: 5%[10.9 µM]

O=C(CN(Cc1ccccc1Cl)C(=O)c1ccc(CN2CCOCC2)o1)NCc1ccccc1
  A: -9%	B: 1.5%	C: 3%	D: -3%

Cc1sc2ncn(CC(=O)Nc3ccc(F)cc3F)c(=O)c2c1S(=O)(=O)N1CCC(C)CC1
  A: 6%	B: u	C: 3%	D: -9%[10.9 µM]

COC(=O)c1ccccc1NC(=O)c1c(C)oc2ncn(C)c(=O)c12
  A: -9%	B: -0.1%	C: -2%	D: -6%[10.9 µM]

Carrying on.
smiles | p53ts 39C tox | IkB sig inh | p53ts 32C tox | Imprint erasure
N#CC1=C(N)NC(SCC(=O)Nc2ccccc2)=C(C#N)C12CCCC2 | -4% | u | 23% | -17%
CCOc1ccccc1C1CC(=O)Nc2cc3c(cc21)OCO3 (stereo not drawn) | -9% | u | 5% | -21%
CCN1CCN(P2(=O)C=C(c3ccccc3)OC(c3ccccc3)=C2)CC1 | -3% | -0.7% | -14% | -10%
COc1cc(C2C(C(=O)Nc3ccc(C)cc3C)=C(C)Nc3nc4ccccc4n32)cc(OC)c1OC (stereo not drawn) | 17% | 0.9% | 7% | -7%[10.9 µM]
CCCCC(CC)COC(=O)C(C#N)=C(c1ccccc1)c1ccccc1 (stereo not drawn) | 2% | 0.0% | 11%[1.84 µM] | -17%&-11%
CCCC(=O)c1ccc(N2CCCC2)c(F)c1 | 11% | x | -2% | x
Cc1cc2ncn(C(=O)c3c(-c4ccccc4Cl)noc3C)c2cc1C | 16% | -1.2% | 0% | -2%
COc1ccc(OC)c(NC(=O)CSc2cn(CC(=O)N3CCOCC3)c3ccccc23)c1 | -6% | u | 0% | -7%[10.9 µM]
O=C1NC(=O)C(CC(=O)N(Cc2ccco2)C2(C(=O)NC3CCCCC3)CCCCC2)N1 (stereo not drawn) | -9% | 0.2% | -1% | -3%
CCn1c(CN2CCC(C)CC2)nc2cc(NC(=O)COc3ccc(Cl)c(C)c3)ccc21 | 7% | u | -13% | -16%[10.9 µM]
COc1ccc2c(c1)S/C(=C\C(=O)c1ccncc1)N2C | u | -3.4% | -21% | -22%
COc1ccc(-n2c(-c3ccco3)n[nH]c2=S)cc1 | 6% | 4.0% | 13% | -4%
O=C(NC(=Nc1ccccc1)N1CCOCC1)Nc1ccccc1 | 4% | 4.3% | 0% | -18%
COc1ccccc1OCC(O)Cn1c(Br)nc2c1c(=O)[nH]c(=O)n2C (stereo not drawn) | -1% | -0.8% | -4% | -2%
CCc1ccc(Nc2nc(-c3cc4cccc(OC)c4oc3=O)c(CC)s2)cc1 | -9% | 0.9% | 13% | -10%[10.9 µM]
c1ccc2c(c1)CNc1ccccc1C2 | -4% | 0.2% | -3% | -6%
Cc1ccc(C)c2[nH]c(=O)c(CCNC(=O)c3cc4ccccc4o3)cc12 | -12% | -1.7% | 16% | 5%
COc1ccc(Nc2nc(N)nc(N)c2S(=O)(=O)c2ccccc2)cc1 | 26% | -0.7% | 10% | -14%[10.9 µM]
COc1cc(C2c3c(n[nH]c3C)C(=O)N2c2ccc(Br)cc2)ccc1O (stereo not drawn) | 14% | u | 8% | -8%
CCn1c(SCC(=O)N2CCCC2)nnc1-c1ccc(N)cc1 | -33% | x | -7% | x
Cc1ccccc1C(=O)Nc1ccc2c(c1)CCCN2C(=O)c1cccs1 | u | u | u | -17%[10.9 µM]
CC(=O)/C(C(=N)N1CCN(Cc2ccccc2)CC1)=C(\C)O | 6% | -2.1% | 4% | u
CCN(CCCNC(=O)CN1C(=O)COc2ccccc21)c1cccc(C)c1 | 4% | -1.3% | -7% | -10%
CC1CCN(C(=O)Cn2cc3c(n2)CCCC3)CC1 | -1% | -0.1% | 1% | -7%
C=CCNC(=O)NC(=O)COC(=O)COc1ccc(Br)cc1F | -3% | 0.1% | 3% | -2%
